proCasp7 act: procaspase-7 activators, primary screen, counter-screen for procaspase-3 activator project, biochemical, absorbance, HTS, human | Caspase-7 (Homo sapiens), P55210 | 330,000 tested, 0.093% active | recombinant procaspase-7, Ac-DEVD-pNA absorbance 405 nm; D23A/D198A/D206A triple mutant, cannot self-cleave; scale: DMSO 0, 5 µM enzyme 100 | activation, % at 8.5 µM;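 active = percent activation above the screen-wide mean plus 3 SD, cut at about 25% in these data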
Target sequence (P55210 whole entry D23A/D198A/D206A): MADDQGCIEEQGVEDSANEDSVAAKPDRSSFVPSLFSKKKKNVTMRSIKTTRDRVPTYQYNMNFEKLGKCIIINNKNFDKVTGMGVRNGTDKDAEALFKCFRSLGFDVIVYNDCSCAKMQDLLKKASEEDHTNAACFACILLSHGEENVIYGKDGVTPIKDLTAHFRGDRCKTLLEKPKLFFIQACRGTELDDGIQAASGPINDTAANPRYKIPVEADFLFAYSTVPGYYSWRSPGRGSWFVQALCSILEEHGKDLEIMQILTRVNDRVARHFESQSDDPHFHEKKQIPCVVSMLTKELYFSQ
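buffer or medium = Zinc-free HEPES/NaCl buffer, pH 7.4 | material = Procaspase-7 triple mutant (PC-7 D3A) | input = 2 µM procaspase-7 mutant as dispensed | signal = Epi-absorbance of released pNA at 405 nm, two timepoints | timing = 1 h preincubation, 2 h reaction | replicates = singlicate compound testing | evaluation = % activation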
AHR activator: AHR activators, primary screen, cell-based, luminescence, luciferase reporter, human. Aryl hydrocarbon receptor (Homo sapiens), P35869. AHR-responsive luciferase reporter cells. activation, % at 5 µM. 320,000 tested, 2.5% active. AID 2796, 2010; in the data active = activation above about 47%;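 note: 0% = vehicle wells and 100% = reference agonist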
procasp3 activ: activators of human procaspase-3 D3A mutant, primary screen, biochemical, absorbance, PC-3 D3A mutant, single concentration | recombinant procaspase-3 D3A, Ac-DEVD-pNA absorbance 405 nm | activation, % at 8.5 µM | 330,000 tested, 0.11% active;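 active = activation above the mean of all tested compounds plus 3 SD, cut at about 21% in these data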;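 note: 0% = DMSO alone and 100% = DMSO wells spiked with extra 5 µM PC-3 D3A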
Target sequence (P42574 whole entry D9A/D28A/D175A): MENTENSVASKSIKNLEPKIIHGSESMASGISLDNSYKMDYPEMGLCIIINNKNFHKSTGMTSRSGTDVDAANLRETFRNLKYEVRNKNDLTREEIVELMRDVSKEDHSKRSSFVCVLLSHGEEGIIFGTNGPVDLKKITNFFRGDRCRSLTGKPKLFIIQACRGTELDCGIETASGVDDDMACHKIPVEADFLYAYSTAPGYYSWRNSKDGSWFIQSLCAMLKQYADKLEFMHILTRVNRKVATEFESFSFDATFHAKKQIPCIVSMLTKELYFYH
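System: Procaspase-3 D3A mutant. Medium: Zinc-free 300 mM NaCl, 50 mM HEPES, 0.01% Triton X-100. Schedule: 1 h preincubation plus 2 h reaction at 25 °C. Measured by: 405 nm absorbance of p-nitroaniline, reads at 0 and 120 min. Read-out: percent activation relative to control range.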
AGP1-GFP MLPCN: modulators of AGP1-GFP expression in yeast TOR pathway, primary screen, cell-based, multiplex flow cytometry, S. cerevisiae, MLPCN library; 3 h; GFP as percent of DMSO wells; GFP response vs DMSO, % at 10 µM; 320,000 tested, 0.02% active;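 active = GFP response relative to DMSO above a set limit, near screen average plus 3 SD, cut at about 150% in these data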;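 note: median GFP channel fluorescence of the gated AGP1 strain per well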
MEP2 TOR yeast: modulators of MEP2-GFP levels in yeast, primary screen, S. cerevisiae, multiplex flow cytometry, MLPCN library; GFP response vs DMSO, % at 10 µM; 330,000 tested, 0.51% active; S. cerevisiae MEP2-GFP strain, 3 h; 100% = DMSO control level; AID 2016, 2009;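 active = GFP response versus DMSO above a set limit, roughly screen mean plus 3 SD, cut at about 180% in these data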;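 note: median GFP fluorescence of the barcode-gated MEP2-GFP cells per well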
CIT2 TOR yeast: modulators of CIT2-GFP expression in yeast, primary screen, S. cerevisiae, GFP fusion, multiplex flow cytometry, MLPCN library; S. cerevisiae CIT2-GFP strain, 3 h; 100 means same as DMSO wells; 320,000 tested, 0.065% active; GFP response vs DMSO, % at 10 µM; AID 2029, 2009;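 active = GFP response relative to DMSO above a set limit, near the screen mean plus 3 SD, cut at about 150% in these data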;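 note: ratio of well median GFP fluorescence to mean of DMSO wells on the plate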
LAP4-GFP MLPCN: modulators of LAP4-GFP expression in yeast, primary screen, S. cerevisiae, multiplex flow cytometry, MLPCN library | 3 h; median GFP as percent of DMSO wells | GFP response vs DMSO, % at 10 µM | 320,000 tested, 0.34% active;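 active = GFP response vs DMSO above a set limit, about the screen mean plus 3 SD, cut at about 150% in these data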
RPL19A-GFP yeast: RPL19A-GFP expression modulators in yeast, primary screen, cell-based, S. cerevisiae, multiplex flow cytometry, MLPCN. S. cerevisiae RPL19A-GFP strain, 3 h; hits give low values. percent response vs DMSO, % at 10 µM. 330,000 tested, 0.3% active. AID 2025, 2009;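 active = percent response vs DMSO below 50%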;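 note: median channel GFP fluorescence of the barcoded RPL19A-GFP strain; ratio of sample median GFP to plate DMSO average so 100% = DMSO; lower means less RPL19A-GFP as with rapamycin TOR inhibition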
Active calls of the source: *; . = no result given.

SMILES	proCasp7 act	AHR activator	procasp3 activ	AGP1-GFP MLPCN	MEP2 TOR yeast	CIT2 TOR yeast	LAP4-GFP MLPCN	RPL19A-GFP yeast
O=C(c1nn2c(C(F)(F)F)cc(-c3cccs3)nc2c1Cl)N1CCCc2ccccc21	-8.0	10.6	-6.0	102.2	103.4	101.9	96.3	107.5
COc1ccccc1-n1c(SCC(=O)Nc2ccccc2F)nc2[nH]ncc2c1=O	10.4	2.1	-1.2	102.7	112.2	110.9	102.8	105.9
CC(C)(C)C(=O)Nc1ccc(/C=C/C(=O)c2ccco2)cc1	1.7	16.4	-6.5	95.3	109.1	96.7	107.6	103.3
CC(C)CN(C(=O)c1cccc(S(=O)(=O)N2CCN(Cc3ccccc3)CC2)c1)C1CCS(=O)(=O)C1 (configuration not stated)	-5.9	2.2	-9.0	97.8	102.7	91.1	97.2	95.3
O=C(N/N=C/c1ccco1)C1CC1(c1ccccc1)c1ccccc1 (configuration not stated)	-7.9	-0.5	0.8	106.4	103.5	111.2	96.2	107.5
O=C(Cc1ccc(Nc2nc(=S)[nH]c3ccccc23)cc1)NC1CCCCC1	-2.3	3.8	-0.5	102.5	102.3	98.2	105.7	95.8
CCC(Sc1nc(=O)cc(N)n1-c1ccccc1)C(=O)Nc1cc(C)on1 (configuration not stated)	4.1	2.7	6.0	161.7*	384.8*	124.8	182.7*	77.5
CCOc1ccc(-c2cn(-c3ccc(OC)cc3)c(SC)n2)cc1	-8.6	2.6	6.9	93.8	100.4	89.9	114.9	97.6
CCn1c2ccccc2c2cc(/C=N/NC(=O)c3ccccc3)ccc21	-3.8	21.2	-5.8	96.3	97.4	88.7	103.5	94.5
CCOC(=O)N1CCC(Nc2c([N+](=O)[O-])cc(C(=O)O)cc2[N+](=O)[O-])CC1	-7.9	-1.9	-8.0	97.7	100.2	110.3	100.7	106.5
O=C(CN1CCOCC1)Nc1ccccc1	-0.3	1.8	-4.5	104.9	105.0	105.3	98.0	98.4
CCOC(=O)c1c(NC(=O)c2cccc(N3C(=O)CCC3=O)c2)sc(C)c1C	3.5	0.2	3.1	90.7	101.2	103.7	77.9	100.5
COc1ccc(NC(=O)CN2C(=O)NC3(CCCC3)C2=O)cc1S(=O)(=O)N1CCCCC1	2.3	-1.0	-0.5	101.5	99.0	100.2	106.7	98.7
O=C(OCC1OC(n2cnc3c(N(C(=O)c4ccccc4)C(=O)c4ccccc4)ncnc32)C(O)C1F)c1ccccc1 (configuration not stated)	-3.7	-1.5	4.5	.	91.9	90.9	85.6	92.6
Cc1ccc(S(=O)(=O)N(C)c2ccc(OC(=O)c3ccc(=O)[nH]c3)cc2)cc1	6.1	0.7	-5.0	110.5	102.0	103.6	107.2	109.2
CCOC(=O)N1CCC(C(=O)NNC(=O)c2ccc(Cl)cc2Cl)CC1	-6.8	0.2	-1.3	104.5	112.6	103.1	100.0	104.3
Fc1ccccc1NC(=S)Nc1ccc(Br)cc1	4.8	4.9	4.3	76.2	90.4	95.7	87.5	98.9
Cn1c(=O)[nH]c(=O)c2c1nc(NC1CCCCC1)n2CCO	2.3	-0.5	-4.1	104.2	105.4	102.1	99.2	100.5
Cc1ccc(CNC(=O)c2ccccc2N)cc1	1.6	3.1	0.3	109.3	113.8	114.6	122.7	108.0
COc1cc(C(=O)OCC(=O)NCc2ccccc2)cc(NC(=O)c2ccco2)c1OC	6.0	6.2	0.1	104.2	103.2	89.4	100.3	108.4
Cc1ccc(S(=O)(=O)N2CCCC2C(=O)OCc2nc3ccccc3s2)cc1 (configuration not stated)	-7.5	3.2	-7.1	89.5	94.1	87.2	101.7	98.2
CC(=C\c1ccco1)/C=C(\C#N)C(=O)NCCc1c[nH]c2ccccc12	-17.9	13.6	5.6	102.7	105.7	102.9	103.5	101.4
O=C(COC(=O)/C=C/c1ccc2c(c1)OCO2)NCc1ccccc1	6.9	6.6	1.7	104.5	98.9	97.2	84.8	99.8
CCn1nc(NC(=O)c2cccnc2)c2cc3cccc(C)c3nc21	4.6	68.2*	-9.8	.	107.4	111.5	110.1	98.7
c1ccc(-n2cnc3ccccc32)nc1	-3.7	5.5	-7.9	99.5	107.4	107.0	99.4	105.9

Next part
SMILES	proCasp7 act	AHR activator	procasp3 activ	AGP1-GFP MLPCN	MEP2 TOR yeast	CIT2 TOR yeast	LAP4-GFP MLPCN	RPL19A-GFP yeast
O=C(NC1CCCCC1)C(c1ccco1)N(C(=O)C(F)(F)F)C1CC1 (configuration not stated)	-8.6	-3.8	-4.6	97.9	97.9	98.4	95.3	100.5
C=CCOc1cc(OC)c(OC)c(OC)c1	2.2	2.2	1.6	105.4	98.4	95.3	106.6	96.1
COC(=O)c1cc(Br)c(=O)n(CCN2CCCC2)c1	3.0	-1.0	2.3	83.4	101.8	123.2	97.3	94.7
O=C1NCCN1c1ncc([N+](=O)[O-])s1	4.3	-1.2	7.9	85.3	96.1	80.1	100.7	98.8
COc1ccc(C)cc1S(=O)(=O)N(C)CC(=O)N1CCCCCC1	1.5	3.6	8.5	117.2	106.9	107.8	101.9	106.1
CC(=O)NCc1ccc(S(=O)(=O)N/N=C/c2ccc(Br)cc2)cc1	-9.8	7.2	-1.6	101.2	99.3	102.3	95.3	101.4
C=CCn1c(SCc2csc(-c3ccc(C)cc3)n2)nnc1-c1ccccc1OC	2.7	20.8	-1.6	96.1	95.9	98.7	87.4	105.2
CC1CCC(NC(=O)CNC(=O)c2ccc3ccccc3c2)CC1 (configuration not stated)	-0.8	2.7	2.5	95.8	87.5	92.4	94.3	91.0
CC(OC(=O)C1CCN(c2ccc(C(F)(F)F)cn2)CC1)C(=O)NC1CCCCC1C (configuration not stated)	-2.9	0.8	7.7	106.1	106.5	109.4	99.9	104.0
Cc1ccc(NC(=O)c2nc[nH]c2C(=O)N2CCOCC2)c(C(=O)c2ccccc2)c1	3.4	2.6	3.5	95.0	91.4	97.4	92.8	89.2
CCN(CC(=O)Nc1ccc(OC)cc1)C(=O)c1ccccc1Sc1ccccc1C#N	2.1	3.3	0.5	103.6	107.6	104.6	102.3	99.9
COCCc1nn2c(=O)cc(COC(=O)c3cc(OC)c(OC)c(OC)c3)nc2s1	4.3	-1.6	-6.6	98.7	93.3	99.5	100.9	97.5
CC(C)(C)c1ccc(N=C2SCC(=O)N2Cc2cccs2)cc1	-0.6	1.1	0.3	99.5	98.5	93.0	107.6	100.5
Cc1nn(Cc2ccccc2)c(C)c1NC(=O)CCCn1nc([N+](=O)[O-])c(Cl)c1C	-1.9	-1.1	7.3	99.9	102.6	99.6	91.5	106.5
N#Cc1c(Nc2ccc(F)cc2)sc(C(=O)c2ccc(F)cc2)c1N	-1.9	5.8	-9.6	101.5	99.4	103.3	93.3	98.9
CC(C)N1CC(C(=O)Nc2ccc(S(=O)(=O)N3CCCCC3)cc2)CC1=O (configuration not stated)	-0.9	-1.4	9.6	107.3	106.7	107.3	110.7	108.4
C=C(C)CSc1nncn1/N=C/c1ccc(OC)cc1	5.2	35.7	3.1	91.0	97.7	84.6	104.1	93.1
Cc1cc(SCC(=O)N2CCCC2=O)nc2ccccc12	-1.8	8.4	2.1	93.7	104.8	103.2	90.9	96.6
COc1cccc(C(=O)NCCS(=O)(=O)NCc2cccs2)c1	4.9	1.5	2.9	85.7	92.9	84.5	92.7	83.9
CCOc1ccccc1N1CCN(C(=O)c2csc(C)c2CC)CC1	5.8	2.3	4.8	97.8	100.0	93.5	100.4	95.3
CC([NH2+][O-])C(C)(C)NO (configuration not stated)	-4.8	1.9	3.5	103.4	103.2	105.2	101.7	100.6
O=C(OCC(=O)c1c[nH]c2ccccc12)c1ccc([N+](=O)[O-])s1	-0.9	15.3	-8.1	67.5	125.3	92.6	122.9	67.2
O=C(Nc1ccc(Br)cc1)Nn1cnnc1	8.2	0.5	1.4	99.5	99.5	98.5	103.3	94.4
O=C(c1ccccc1)N(NC(=O)C(O)(c1ccccc1)c1ccccc1)c1cccc(F)c1	12.4	-1.2	8.1	123.8	95.7	89.2	102.1	97.8
O=c1cc(CO)oc(C(Nc2cccc([N+](=O)[O-])c2)c2ccccn2)c1O (configuration not stated)	-11.1	0.2	1.8	99.8	98.2	91.4	98.4	97.9

In the list so far, four have bromine:
SMILES	proCasp7 act	AHR activator	procasp3 activ	AGP1-GFP MLPCN	MEP2 TOR yeast	CIT2 TOR yeast	LAP4-GFP MLPCN	RPL19A-GFP yeast
Fc1ccccc1NC(=S)Nc1ccc(Br)cc1	4.8	4.9	4.3	76.2	90.4	95.7	87.5	98.9
COC(=O)c1cc(Br)c(=O)n(CCN2CCCC2)c1	3.0	-1.0	2.3	83.4	101.8	123.2	97.3	94.7
CC(=O)NCc1ccc(S(=O)(=O)N/N=C/c2ccc(Br)cc2)cc1	-9.8	7.2	-1.6	101.2	99.3	102.3	95.3	101.4
O=C(Nc1ccc(Br)cc1)Nn1cnnc1	8.2	0.5	1.4	99.5	99.5	98.5	103.3	94.4

Further results.
SMILES	proCasp7 act	AHR activator	procasp3 activ	AGP1-GFP MLPCN	MEP2 TOR yeast	CIT2 TOR yeast	LAP4-GFP MLPCN	RPL19A-GFP yeast
N#Cc1cccc(NC(=O)CSc2ccccc2)c1	3.2	0.9	-1.4	94.4	100.2	97.5	101.7	96.2
Cc1ccc(NC(=O)N2CCC(C(=O)c3ccc(F)cc3)CC2)cc1	-3.4	-2.5	5.8	96.4	104.0	94.1	106.7	96.7
Cc1ccc(-c2[nH]c(=S)[nH]c(=O)c2C#N)cc1	-5.1	0.3	-1.9	100.7	99.2	98.9	107.3	100.0
O=C(O)c1cc(N/N=C/c2c(O)ccc3ccccc23)ccc1Cl	-27.0	16.1	-14.7	97.3	111.1	104.4	97.3	100.8
CCn1nnnc1SCC(=O)c1cc(Cl)ccc1OC	4.4	1.2	-5.3	93.0	98.0	92.8	95.8	97.9
O=C1OCc2ccc(NC(=O)C3CC3)cc21	1.0	-1.4	4.2	96.6	110.4	94.5	98.2	93.4
Cc1ccc(OCCCC(=O)NC2CCCCC2)cc1	3.8	-3.2	-0.3	102.7	103.5	95.5	102.8	101.9
C=C1C[C@H](O[C@@H]2O[C@H](CO)[C@@H](O)[C@H](O)[C@H]2O)[C@@H]2[C@H](OC(=O)[C@H]2C)[C@H]2[C@H](C)[C@@H](O)C[C@@H]12	8.2	-0.1	8.4	98.1	98.8	93.3	100.2	93.9
CC(C)(Oc1ccc(-c2ccco2)cc1)C(=O)O	4.5	-1.1	3.0	107.4	100.5	100.4	103.3	101.0
Cc1ccc(C(=O)Nc2cc3c(oc2=O)CCCC3=O)cc1	-0.3	42.1	-2.1	90.4	97.0	85.2	96.9	90.6
CCOC(=O)c1ccccc1NC(=O)c1cc2sccc2n1C	-3.4	24.9	-3.3	97.7	111.7	94.8	102.0	98.4
COc1cccc(C(=O)OCc2ccccc2C#N)c1O	-1.2	1.1	1.7	92.4	95.1	.	94.4	96.8

Bioassay records (PubChem)
